FXIIa mix inh: inhibitors of human coagulation factor XIIa, pooled mixtures | actives 0.2% (n = 62,000) | purified FXIIa, fluorogenic substrate | inhibition, % at 5 µM | P00748;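 note: 0% = enzyme without compound and 100% = no enzyme blank; some results filed as inactive read as strong as hits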
Target sequence (P00748 20-372 limits assumed): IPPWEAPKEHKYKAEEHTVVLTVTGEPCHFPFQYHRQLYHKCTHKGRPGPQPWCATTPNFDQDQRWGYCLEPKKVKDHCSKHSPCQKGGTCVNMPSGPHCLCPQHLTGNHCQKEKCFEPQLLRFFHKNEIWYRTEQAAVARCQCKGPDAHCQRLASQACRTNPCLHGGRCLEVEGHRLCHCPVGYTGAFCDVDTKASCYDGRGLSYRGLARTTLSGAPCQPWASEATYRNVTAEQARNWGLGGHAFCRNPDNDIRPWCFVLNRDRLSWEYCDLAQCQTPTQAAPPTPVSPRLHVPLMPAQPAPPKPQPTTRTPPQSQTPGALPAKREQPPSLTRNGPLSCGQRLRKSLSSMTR
Target sequence (P00748 373-615 limits assumed): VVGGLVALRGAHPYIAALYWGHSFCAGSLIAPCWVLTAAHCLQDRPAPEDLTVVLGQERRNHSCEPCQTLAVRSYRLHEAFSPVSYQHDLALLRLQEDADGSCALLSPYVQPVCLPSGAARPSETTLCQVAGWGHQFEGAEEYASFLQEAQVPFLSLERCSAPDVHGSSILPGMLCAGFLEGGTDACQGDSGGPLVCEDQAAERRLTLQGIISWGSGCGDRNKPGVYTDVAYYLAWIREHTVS
C1s block: human complement C1s inhibition; P09871; actives 0.16% (n = 62,000); AID 538; purified C1s, fluorogenic AMC substrate, pooled mixtures; mean inhibition % of two 10-compound mixtures (active compounds read high), % at 5 µM (by protocol);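 active = inhibition above 20% in each of the two 10-compound mixture wells holding the compound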;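 note: 0% = enzyme wells lacking compound mixture and 100% = no-enzyme blank wells; some compounds called inactive have numbers as strong as hits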
CatB mix inh: inhibitors of human cathepsin B in compound mixtures; inhibition, %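 (ten-compound pools at 5 µM per compound and 50 µM total)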; P07858; AID 488; Purified cathepsin B, AMC dipeptide fluorescence; actives 0.06% (n = 62,000); in the data active = inhibition above about 22%, passing the limit was not always enough; inconclusive = no clear call, values can overlap the other calls;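 note: 0% = enzyme without compound and 100% = no enzyme blank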
CatB block: blocks human cathepsin B protease activity; inhibition, %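 (tested at 10 µM)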; actives 0.1% (n = 63,000); AID 453; purified cathepsin B, fluorogenic substrate, fluorescence; in the data active = inhibition above about 21%;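 note: 0% = enzyme with no compound and 100% = no enzyme blank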
A340 absorber: compounds absorbing at 340 nm; compound absorbance at 340 nm, fold over control; fold change at 10 µM; 65,000 tested, under 10 active;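 active = at 10 µM dose, initial 340 nm absorbance at least 2 fold that of control wells; inactive = change under 2 fold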;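 note: initial absorbance extrapolated from kinetic A340 decline of NADH oxidation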
FXIa inh mix: inhibitors of human coagulation factor XIa, pooled mixtures; P03951; purified FXIa, fluorogenic substrate; inhibition, % at 5 µM; actives 0.19% (n = 62,000);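 note: each value is inhibition by a whole ten-compound pool holding the compound; 0% = enzyme with no mixture and 100% = wells lacking enzyme; strong numbers were not always called active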
CatS block: blocks human cathepsin S protease activity; P25774; recombinant cathepsin S, AMC dipeptide fluorescence, pooled mixtures; inhibition, %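 (tested at 5 µM per compound within 10-compound mixtures)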; actives 0.06% (n = 62,000); in the data active = inhibition above about 32%, passing the limit was not always enough; inconclusive = no clear call, values can overlap the other calls;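 note: 0% = enzyme without compound and 100% = blank without enzyme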
CatL inh: blocks human cathepsin L protease activity | actives 0.17% (n = 58,000) | purified cathepsin L, fluorogenic substrate, fluorescence | inhibition, %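 (tested at 10 µM)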 | P07711; in the data active = inhibition above about 45%;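 note: 0% = enzyme with no compound and 100% = no enzyme blank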
Target sequence (P07711 114-288 limits assumed): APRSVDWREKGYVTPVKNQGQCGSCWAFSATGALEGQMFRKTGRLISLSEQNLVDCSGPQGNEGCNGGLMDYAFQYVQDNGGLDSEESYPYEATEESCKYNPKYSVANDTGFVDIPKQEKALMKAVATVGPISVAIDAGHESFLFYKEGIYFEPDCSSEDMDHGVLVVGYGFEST
Target sequence (P07711 292-333 limits assumed): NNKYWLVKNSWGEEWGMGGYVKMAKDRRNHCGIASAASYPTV
CatG inh: cathepsin G (human) inhibition; inhibition, % at 5 µM (by protocol); purified enzyme, AMC-tetrapeptide fluorescence, pooled mixtures; actives 0.2% (n = 62,000); P08311; AID 581;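 active = inhibition above 20% in each of the two mixture wells holding the compound; inactive = inhibition of 20% or less in either well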;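 note: 0% = enzyme control without mixture and 100% = blank lacking enzyme; strong numbers were not always called active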
Target sequence (P08311 21-244 limits assumed): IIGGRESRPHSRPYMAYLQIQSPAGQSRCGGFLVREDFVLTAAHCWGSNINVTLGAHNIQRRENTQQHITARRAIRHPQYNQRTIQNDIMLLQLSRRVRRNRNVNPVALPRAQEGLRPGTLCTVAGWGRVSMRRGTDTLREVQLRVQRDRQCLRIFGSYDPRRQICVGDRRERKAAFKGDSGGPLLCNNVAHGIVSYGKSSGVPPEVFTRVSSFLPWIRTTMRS
An asterisk follows results filed as active; ? = inconclusive; · = not tested or not shown. Cut-off read from the data, not from the text of the source, unless noted: active = inhibition above about 20% (passing the limit was not always enough); inactive = the rest.

SMILES	FXIIa mix inh	C1s block	CatB mix inh	CatB block	A340 absorber	FXIa inh mix	CatS block	CatL inh	CatG inh
Cc1cc(OCCOCCN(C)CCO)cc(C)c1Cl	1	-201	-9	-3	1	-30	-29	·	-19
CCOc1ccc(-c2nc(=S)[nH][nH]2)cc1	2	14	35	4	1	3	?	6	11
COc1ccccc1C(=O)NCc1ccncc1	6	-147	-2	-5	1	-16	-17	-4	-20
COCc1nnc(N)s1	0	-4	-1	-1	1	-2	7	30	7
OCc1ccccc1OCCOc1ccc(Cl)c2cccnc12	4	-10	3	3	1	-6	-13	9	1
O=C1c2ccccc2S(=O)(=O)N1Cc1cccc(S(=O)(=O)N2CCOCC2)c1	-1	23	2	-2	1	3	0	2	9
CC1CCCC(C(=O)OCc2ccccc2)N1 (stereo not given)	8	11	4	4	1	3	12	7	2
O=C1CCc2cc(S(=O)(=O)NCCC(=O)NC3CCN(Cc4ccccc4)CC3)ccc2N1	4	-10	4	5	1	7	-3	-3	11
CCc1ccc2nc(NC(=O)c3cc(C)on3)sc2c1	-13	3	-2	0	1.1	9	-1	1	5
COC(=O)Cn1c(=NC(=O)CSCC(=O)Nc2cc(C)on2)sc2ccccc21	12	5	-5	6	1	4	9	-3	12
COc1ccc(CCNC(=O)c2ccc(CN3CCOCC3)cc2)cc1	-19	13	1	3	0.98	5	-8	11	6
CN(C)c1ncc(C(=O)O)cn1	-6	9	2	-2	1	7	-3	-1	-8
COCCNC(=O)CS(=O)Cc1nc(-c2ccc(Cl)cc2)oc1C (stereo not given)	0	15	1	3	1.1	5	12	·	12
Nn1cnnc1SC1CCCCC1NS(=O)(=O)c1ccccc1 (stereo not given)	3	0	2	7	1.1	11	2	·	-1
O=C(NC1(C(F)(F)F)NC(=O)N(Cc2ccco2)C1=O)c1cccnc1 (stereo not given)	7	-7	-8	1	0.99	-2	14	8	12

Four neighbouring compounds already listed, quoted:
SMILES	FXIIa mix inh	C1s block	CatB mix inh	CatB block	A340 absorber	FXIa inh mix	CatS block	CatL inh	CatG inh
Cc1cc(OCCOCCN(C)CCO)cc(C)c1Cl	1	-201	-9	-3	1	-30	-29	·	-19
CCOc1ccc(-c2nc(=S)[nH][nH]2)cc1	2	14	35	4	1	3	?	6	11
COc1ccccc1C(=O)NCc1ccncc1	6	-147	-2	-5	1	-16	-17	-4	-20
COCc1nnc(N)s1	0	-4	-1	-1	1	-2	7	30	7

Carrying on.
SMILES	FXIIa mix inh	C1s block	CatB mix inh	CatB block	A340 absorber	FXIa inh mix	CatS block	CatL inh	CatG inh
CCCNC(=O)CS(=O)(=O)Cc1nc(-c2cccc(OC)c2)oc1C	12	-16	-4	-1	1	3	-9	-16	-2
O=C(O)C1C2C=CC(C2)C1C(=O)OCc1ccccc1 (stereo not given)	1	-38	1	-1	1	-6	-1	2	-5
COc1ccc2ccccc2c1CN1CCCC(CO)C1 (stereo not given)	11	0	4	-4	1	6	2	1	3
Cc1nccn1-c1ncnc2sc3c(c12)CCCC3	3	15	-2	4	1	5	-1	·	9
Cc1ccc(OC(C)c2nnc(N)s2)cc1Cl (stereo not given)	-4	16	-6	1	1	24	3	-10	30
O=C1c2oc3ccccc3c(=O)c2C(c2cccc(O)c2)N1CCCN1CCOCC1 (stereo not given)	12	2	7	3	1.1	9	7	1	-2
C=CCOc1c(Br)cc(CNn2nnnc2N)cc1OC	2	11	0	4	1	8	-10	0	7
CCOC(=O)NC(=O)CSc1nc(C)cc(C(F)(F)F)c1C#N	11	1	3	1	0.99	4	1	4	8
CC(C)C(c1nnnn1CCc1ccccc1)N1CCN(C(=O)c2ccco2)CC1 (stereo not given)	0	-7	-8	3	0.96	-7	9	14	11
Cc1cc2c(C)cc(=O)oc2c2c1NCCC2	0	-356	-23	·	1.1	-57	-42	·	-37
CC(C)CCNC(=O)CCS(=O)(=O)c1cccc2nonc12	2	8	4	1	1	4	-4	1	10
O=C(Nc1ccccc1C(=O)N1CCOCC1)c1ccco1	-17	-24	1	0	1	0	-7	·	-2
COc1ccc(OC)c(NC(=O)CS(=O)(=O)Cc2nc(-c3ccccc3C)oc2C)c1	-3	1	3	2	1	1	0	3	-8
CCCn1nnc(NC(=O)c2ccc(-c3ccccc3)cc2)n1	1	4	-3	0	1	8	1	3	9
COc1cccc(-c2cc(C(=O)N3CCCCC3C)no2)c1 (stereo not given)	7	15	1	0	1	4	-4	-1	9
COc1ccc(N2CCN(Cc3nc4c(c(=O)[nH]c(=O)n4C)n3CC(C)=O)CC2)cc1	7	22	-7	2	0.99	15	-1	0	44
O=C(Cn1nnc(-c2cccs2)n1)OC1CCCCC1	-24	-13	3	1	1	2	-9	-1	-2
COc1ccc2oc(=O)cc(C)c2c1	7	6	-3	4	1	6	-13	6	9
CCOC(=O)C1CCCN(Cc2nc(N)nc(Nc3ccc(Cl)cc3)n2)C1 (stereo not given)	3	3	3	3	1	0	-1	·	11
Cc1ccc(S(=O)(=O)N2CCC(C(=O)N3CCC[C@H]3C(=O)NC3CCS(=O)(=O)C3)CC2)cc1 (stereo not given in full)	-1	11	2	5	1	6	1	-3	6
O=C(COc1ccc(Cl)cc1)Nc1nnc(-c2ccc3c(c2)CCCC3)o1	-1	10	3	1	1.1	4	16	·	9
CCC(OC(=O)c1cc2sccc2n1C)C(=O)NCc1ccco1 (stereo not given)	1	-19	-1	4	0.99	-4	-9	8	-7
Clc1ccc(-n2ncc3c(NCCCn4ccnc4)ncnc32)cc1	2	-23	3	-1	0.99	7	5	12	9
CS(=O)(=O)N(CC(=O)NC1CCCCCC1)Cc1ccccc1	4	-1	1	1	1	5	-3	2	-2
CCNC(=O)NC(=O)COc1ccccc1C#N	10	12	1	6	1	6	2	4	8
Cn1c(=O)c2cn3c(c2n(C)c1=O)C(c1ccccc1)CC(c1ccccc1)=N3 (stereo not given)	6	-20	-3	-3	1.1	0	-5	4	6
Cc1nc(NS(=O)(=O)c2cccs2)c2c3c(sc2n1)CCC3	1	2	3	-2	1	4	-5	-1	-1
Cc1cc(C(=O)OCC(=O)N2CC(C)CC(C)C2)c(C)o1 (stereo not given)	2	9	1	3	1	10	2	22	12
O=C(c1ccc(N2CCOCC2)nc1)N1CCOCC1	10	5	0	2	1	-2	6	-9	1
CCOc1ccccc1-c1nn2c(Cc3ccccc3)nnc2s1	2	-1	10	0	1.1	7	-2	4	9
O=C(c1cc2c(=O)oc3ccccc3c2s1)N1CCN(c2ccccn2)CC1	10	-4	13	3	1.1	2	7	17	8
O=C1CNC(=O)/C1=C\N1CCN(C(c2ccccc2)c2ccccc2)CC1	10	-13	1	·	1	2	-2	2	-2
CCCc1cc(C(=O)NCc2cccs2)no1	-3	20	6	4	1.1	6	9	22	15
CC(C)OC(=O)c1cc(NC(=O)C2C3CCC(O3)C2C(=O)O)cc(C(=O)OC(C)C)c1 (stereo not given)	-12	-14	-3	3	1	3	1	5	-1
CCN(CC)S(=O)(=O)c1ccc2[nH]cc(C(=O)NCCc3ccc(OC)c(OC)c3)c(=O)c2c1	-2	-36	-4	-1	1.1	-6	13	12	-3
CC(C)C1NC2(C(=O)c3ccccc3C2=O)C2C(=O)N(c3ccc(F)cc3)C(=O)C12 (stereo not given)	1	4	-5	0	1	2	5	-1	5
COC(=O)c1ccc(S(=O)(=O)N2C3CCC2CC(NC(=O)NC2CCCCC2)C3)cc1 (stereo not given)	-16	-28	7	-1	0.99	12	10	·	1
CCn1c(=O)cc(SCC(=O)NCCCN2CCN(c3ccccc3F)CC2)c2ccccc21	2	6	8	0	1.1	18	3	-8	27
N#CC1=C(N)N=C(SCc2ccccc2)C(C(N)=O)C12CCCCC2 (stereo not given)	0	16	5	2	1.1	10	4	6	10
O=C1CC(c2ccccc2)n2nc(NC(=O)c3cccnc3)nc2N1 (stereo not given)	-16	-1	6	-2	1	4	5	6	2
O=C(NCc1ccccn1)c1cc(S(=O)(=O)N2CCN(c3ccccc3)CC2)ccc1Cl	7	15	5	-1	1	5	8	0	11
COC(=O)c1ccc(CC(=O)c2ccc(O)cc2O)o1	16	4	6	1	1.2	13	13	-2	1
O=C(NCc1ccco1)c1nnc(Cc2ccc(F)cc2)o1	13	-1	3	10	1	-2	4	·	10
N=c1c2c3c(sc2ncn1CCN1CCOCC1)CCCC3	1	-18	1	5	1	7	28	24	-10
CCCCc1ccc(Nc2nc(CCC)cc(=O)[nH]2)cc1	-23	-17	3	6	1.1	3	-3	4	8
CN1CC=C2C(C#N)=C(N)C(C#N)(C#N)C(CCc3ccccc3)C2C1 (stereo not given)	10	-47	1	0	1	2	-2	3	5
N=C1C(c2nc(-c3ccc(Cl)cc3)cs2)=C(O)CN1CCCN1CCOCC1	-3	0	2	2	1.1	4	-4	19	-3
COc1ccc(NC(=O)C(F)(OC)C(F)(F)F)c(OC)c1 (stereo not given)	8	9	0	3	0.99	5	-8	2	8
O=C(O)C1C2CCC(C2)C1C(=O)NCc1ccco1 (stereo not given)	3	-1	-2	2	0.99	8	0	1	6
COCc1nc2ccccc2n1Cc1ccccc1	4	-40	-4	0	1	-1	-15	-4	-16
COc1cccc(N2CCN(CC(=O)Nc3nnc(-c4ccccc4)s3)CC2)c1	4	0	9	3	1	4	0	-3	4
CCOCCCNC(=O)CN1C(=O)CSc2ccccc21	8	-30	7	-2	1	2	0	·	0
CCN1CCN(CCCNC(=O)Cn2cc3c(n2)CCCC3)CC1	5	-24	7	0	1	8	-2	-4	0
CC(c1nnc(Sc2nnnn2-c2ccccc2)n1-c1ccc(F)cc1)N(C)C (stereo not given)	-13	5	6	3	1	3	-8	9	12
Cc1ccccc1NC(=O)c1cnc2ccccn2c1=O	13	-1	3	2	1.1	-4	-1	3	6
CCOC(=O)C(C(=O)OCC)C(C)C#CCN1CCCCC1 (stereo not given)	7	12	2	2	1	4	3	6	4
O=C1CSC(c2cn(-c3ccccc3)nc2-c2ccc3c(c2)OCCO3)N1CCN1CCOCC1 (stereo not given)	10	-47	2	-7	0.96	9	3	3	-4
Cc1cc(C)nc(N2CCC(C(=O)NCc3cccc(C(F)(F)F)c3)CC2)n1	-17	17	6	6	0.98	4	-9	-3	10
Cc1cccc(OCC(=O)NCCN2CCOCC2)c1	-11	2	0	0	1	12	-6	-4	-1
Cn1c(C(C#N)C(=O)c2ccco2)nc2ccccc21 (stereo not given)	1	19	4	5	1.2	11	10	34	13

(further entries)
SMILES	FXIIa mix inh	C1s block	CatB mix inh	CatB block	A340 absorber	FXIa inh mix	CatS block	CatL inh	CatG inh
CCN1C(=O)C(NC(C)=O)c2cc(OC)ccc21 (stereo not given)	1	-1	1	0	0.99	4	-4	-9	7
CCOC(=O)c1c(CN2CCN(C)CC2)oc2ccc(OC)cc12	24	12	5	4	0.99	11	14	5	10
C/C=C/c1ccc(Oc2nnnn2-c2ccc(C(N)=O)cc2)c(OC)c1	0	7	5	4	1	14	9	27	8
Cc1ccc(C)n1-c1ccc(C(=O)NCC2CCCO2)cc1 (stereo not given)	2	-46	1	-4	1	7	-5	-8	-2
Cc1ccc(C(c2nnnn2C(C)(C)C)N2CCc3ccccc3C2)cc1 (stereo not given)	5	-13	6	-2	0.97	15	4	-9	5
CCS(=O)(=O)N1CCC(C(=O)NCc2ccccc2OC)CC1	1	5	1	-7	0.98	3	1	-3	-1
O=C(CSc1nnc(-c2cccs2)o1)N1CCOCC1	12	-81	-16	3	0.99	-34	-10	-1	-10
CCC(=O)N(Cc1ccco1)c1nc(-c2ccccc2)cs1	1	1	3	4	1	5	7	5	11
COc1ccc(C2NC(C(=O)O)CS2)cc1COCC(F)(F)F (stereo not given)	-22	2	6	-3	1	8	0	-1	0
COc1ccc(CCNC(=O)C2CCN(Cc3nc(-c4cccc(Cl)c4)oc3C)CC2)cc1OC	-16	-1	0	1	1	8	6	-1	2

Source: PubChem BioAssay (several laboratories)

A portion of the library; the hit share may differ from the screen's.
